Bioassay records: PubChem, National Center for Advancing Translational Sciences (NCATS)
ALOX12 inh: inhibitors of human 12S-lipoxygenase ALOX12 | P18054 | purified 12hLO, xylenol orange hydroperoxide absorbance | Potency, µM (titrated, usually from 108 µM), for the others: at the highest dose activity change, negative = inhibition, hits mostly inhibitors | 580,000 compounds, 1.1% hits; active = well fitted inhibition curve with a large enough effect; inconclusive = small, poorly fitted or top-dose-only effect, or another doubt; inactive = no such curve, though single readings can be large or run the other way
Target sequence (P18054 whole entry, looked up): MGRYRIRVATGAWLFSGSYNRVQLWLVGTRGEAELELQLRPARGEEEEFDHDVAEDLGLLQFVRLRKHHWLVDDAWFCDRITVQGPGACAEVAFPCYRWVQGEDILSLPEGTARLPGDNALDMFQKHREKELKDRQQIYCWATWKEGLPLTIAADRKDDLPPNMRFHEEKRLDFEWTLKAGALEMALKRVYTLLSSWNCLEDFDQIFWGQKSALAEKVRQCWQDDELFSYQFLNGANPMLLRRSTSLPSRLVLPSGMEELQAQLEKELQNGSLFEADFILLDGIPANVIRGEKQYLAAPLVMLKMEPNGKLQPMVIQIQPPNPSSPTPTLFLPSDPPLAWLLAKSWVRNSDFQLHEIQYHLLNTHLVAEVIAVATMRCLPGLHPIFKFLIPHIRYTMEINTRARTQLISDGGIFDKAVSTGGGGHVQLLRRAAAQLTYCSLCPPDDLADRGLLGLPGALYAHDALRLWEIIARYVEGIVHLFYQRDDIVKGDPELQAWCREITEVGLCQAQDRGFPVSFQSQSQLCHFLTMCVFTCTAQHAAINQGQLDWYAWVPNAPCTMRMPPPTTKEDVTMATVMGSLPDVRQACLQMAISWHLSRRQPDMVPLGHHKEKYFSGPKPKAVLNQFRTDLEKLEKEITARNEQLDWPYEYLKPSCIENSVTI
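Purified human 12hLO at 150 nM in 25 mM Hepes, 0.01% Triton X-100, pH 7.0, preincubated 15 min at room temperature with compound. Reaction started with 40 uM arachidonic acid, 30 min at room temperature. Hydroperoxide measured by Fe-xylenol orange, 573/405 nm absorbance ratio.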
* = called active by the depositor; ? = inconclusive; [ ] = another dose, or the depositor's remark. % is scaled to controls: 0 for no effect and ±100 for the full control effect; potency is read from the fitted curve at half-maximal effect. A portion of the library; count on the stated rates, not on these rows.

| structure | ALOX12 inh |
| --- | --- |
| COC(=O)N1CCn2c(nn(-c3ccncc3)c2=O)C1 | 33.5%[176 µM] |
| Cc1ccc(C)c(NC(=O)N2CCCC2c2nncn2-c2ccccc2)c1 (centres undefined) | 1.4% |
| CCn1c(C)c(C(C)=O)c2cc(OCC(O)CN3CCN(CCO)CC3)ccc21 (centres undefined) | 27.8% |
| Cc1cnc(CC2CCNC2)n1C1CC1 (centres undefined) | -2.0% |
| C[C@@H]1CN(C(=O)c2ccc(F)cc2F)CC[C@@]1(O)C1CCOCC1 | 21.6% |
| C=CCNS(=O)(=O)c1ccc(C(=O)O)cc1 | ? |
| CC(C)(C)C(=O)NC12CC3CC(CC(C3)C1)C2 | -37.1% |
| O=C1NC2(CCCN(C(=O)c3cccnc3)C2)Oc2ccccc21 (centres undefined) | 34.3%[activator][176 µM] |
| CC(=O)N1CCC([C@@H]2CN(Cc3cccnc3)C[C@H]2CO)CC1 | 53.6%[activator] |
| CC(=O)c1c(C)nn(CC(=O)NC2CC(c3nnc(CN(C)C)n3C)C2)c1C (centres undefined) | 3.4% |
| COCCNC(=O)c1ccc2c(c1)N(C)C(CC(=O)N(C)CC(C)C)CO2 (centres undefined) | -19.6% |
| COc1ccc(NC(=O)c2ccc3c(c2)NC(C)(COCC2CC2)CO3)cn1 (centres undefined) | 8.1%[176 µM] |
| Cc1cccc(Cn2c(N3CCN(c4ccccn4)CC3)nc3c2c(=O)n(C)c(=O)n3C)c1 | ? |
| Cc1cc(C(=O)O)c(C)[nH]1 | ? |
| CC(=O)N1Cc2ccccc2CC2(CCCCN2CC2CCOCC2)C1 (centres undefined) | 4.1%[6.33 µM] |
| Cc1nnc(NC(=O)NCCn2nc(-c3ccccc3)ccc2=O)s1 | -0.9% |
| O=C(NCC1CC1)c1nc2c(o1)CCN(Cc1ccc(F)cc1F)CC2 | -0.9%[176 µM] |
| CCCc1nnc(NC(=O)c2cc(=O)c3cc(CC)ccc3o2)s1 | -5.8% |
| Cc1nc(C2CC(O)C2)cc(N(C)Cc2cnc3ccccc3c2)n1 (centres undefined) | 25.2% |
| COc1ccc(CN(CCCC#N)C2CC2)cc1 | -29.5% |
| O=C1CCCN1CCCN1C(=O)[C@@H]2C[C@@H](O)CN2C2(CN(Cc3ccc(Cl)cc3)C2)C1=O | 2.5% |
| O=C(NC1CCC(n2cc(C(=O)NC3CC3)nn2)CC1)C(=O)c1ccccc1 (centres undefined) | 0.2% |
| Cc1ccc(S(=O)(=O)NCCO)cc1C(=O)O | 11.8% |
| O=C(CCc1nnc(CCc2c[nH]c3ccccc23)o1)N1CCCC1c1nccs1 (centres undefined) | 77.8%[activator] |
| COc1ccc(-c2ccnc(-n3ncc(C(=O)NCc4cccnc4)c3C3CC3)n2)cc1F | 0.4% |
| O=C(c1ccccc1)C1CCN(C(=O)/C=C/c2ccc(F)cc2)CC1 | -28.8% |
| O=C(Cc1ccccc1F)Nc1ccc2c(c1)CN(C(=O)[C@H]1CCCN1)CC2 | 52.3% |
| Cc1ccc(C2=NN(S(C)(=O)=O)C(c3ccccc3Cl)C2)cc1 (centres undefined) | ? |
| COc1ccc(C)cc1NC(=O)Cn1cccc1-c1nc(-c2ccc(F)cc2)no1 | 1.6% |
| C=CCO[C@@H]1CCN(C(=O)COCC(=O)O)[C@H](C(=O)N[C@@H](Cc2cccs2)C(N)=O)C1 | 4.3% |
| CCCCNc1oc(/C=C/c2ccc(OCC)cc2)nc1C#N | 0.8% |
| CN1CCN(CCNC(=O)c2ccc(CN3CC(=O)N4CCCCC4C3=O)cc2)CC1 (centres undefined) | -4.9% |
| Cc1cccc(C(=O)N2C[C@@H](Oc3ccccc3)C[C@H]2C(=O)NC2CC2)c1 | 15.1% |
| CCC1C(=O)NCCN1Cc1ccc2c(c1)CN(Cc1ccc(OC)c(OC)c1)CCO2 (centres undefined) | 18.2% |
| CN1CC[C@H]2CN(C(=O)c3cn(-c4ccccc4)nn3)C[C@@]2(C(=O)O)C1 | -2.2% |
| CC(C)(CNC(=O)Nc1nccs1)N1CCc2ccccc2C1 | 14.6% |

Individual results from above.
CN1CCN(CCNC(=O)c2ccc(CN3CC(=O)N4CCCCC4C3=O)cc2)CC1 (centres undefined) in ALOX12 inh is listed with -4.9%
CN1CC[C@H]2CN(C(=O)c3cn(-c4ccccc4)nn3)C[C@@]2(C(=O)O)C1 in ALOX12 inh is listed with -2.2%

Further entries:
| structure | ALOX12 inh |
| --- | --- |
| COc1cccc(OCC(=O)c2ccc3c(c2)N(C(C)C(=O)NCCc2ccccc2)C(=O)CO3)c1 (centres undefined) | -6.7% |
| CCOC(=O)C1=C(C)N(CCCC(=O)O)C(=O)NC1c1ccc(Br)cc1 (centres undefined) | -0.9% |
| CCN(CC)C(=O)CCc1nc(C2CCCN2C(=O)c2ccccc2)no1 (centres undefined) | 9.4% |
| N#CC1=C(SCc2ccc(Br)cc2)NC(=O)C(C#N)C12CCCCC2 (centres undefined) | ? |
| Cc1cc(C(=O)N2CCN(C(=O)N3CC4CC(C3)[C@H]3CCCC(=O)N3C4)CC2)n(C)n1 (some centres undefined) | 9.4% |
| NC(=O)[C@H]1CCCN1Cc1cnc(N2CCCCC2)nc1 | 17.6% |
| COc1ccc(/C=C\C(=O)Nc2cccc3cccnc23)cc1OC | -6.3% |
| O=C(O)CCC(=O)N1Cc2ccccc2CC2(CCCCN2CC2CCCC2)C1 (centres undefined) | -0.8%[6.33 µM] |
| Cc1cn2nc(C(=O)Nc3ccc(Cl)c(C)c3)cc2c(N2CCSCC2)n1 | 8.1% |
| Cc1nc(-c2cccc(S(=O)(=O)N3CCC(C(=O)NCc4ccc5c(c4)OCO5)CC3)c2)no1 | 8.0% |
| COc1cccc(C(=O)OCC(=O)N2c3ccccc3Sc3ccccc32)c1OC | -13.7% |
| Cc1ccc(S(=O)(=O)Cc2nc(-c3ccc(C(=O)NCCN(C)C)cc3)oc2C)cc1 | 7.6% |

Next part:
canonical_smiles	ALOX12 inh
Cc1cccc(CN2CCOCCNC(=O)[C@H]3CCCC[C@H]32)c1	?
CC(C)(C)NC(=O)CSc1ncnc2ccccc12	-4.2%
CCC(=O)Nc1ccc(C(=O)Nc2cccc(C)c2)cc1	?
O=C(Nc1ccc2ncccc2c1)c1cc2cc(F)ccc2[nH]1	5.1%
Cc1ccc(-c2cc3c(=O)n(CCNC(=O)c4ccc(Cl)cc4)ccn3n2)cc1C	-24.5%
CC(C)OCCCNC(=S)NCCc1ccccc1	-5.2%
Cc1cccc(C)c1OCC(=O)Nc1ccc(C(=O)Nc2ccccc2C(=O)O)cc1	-16.6%
Cn1nc(C(=O)OCc2ccc(C(C)(C)C)cc2)c2ccccc2c1=O	?
N#Cc1ccc(S(=O)(=O)Nc2c(NC3CCCCC3)c3ccccc3oc2=O)cc1	?
Cc1cccc(NC(=O)c2ccc3c(c2)N(C)C2CCCCN2C3=O)c1 (centres undefined)	21.5%
O=C(NC[C@H]1O[C@@H](CO)[C@@H](O)[C@H]1N1CCN(c2ccccn2)CC1)c1ccccc1	2.3%
Fc1ccc(OCc2cc(-c3cccs3)on2)c(Br)c1	-45.0%
CCOC(=O)C(C#N)=C1SC(C(=O)OCC)C(C(=O)OCC)S1 (centres undefined)	?
CN(c1ccccc1)c1ccc2c(n1)CN(CCOc1ccccc1)C(=O)CO2	-6.3%[176 µM]
C[C@]1(CO)C2CC[C@@H](O)[C@@H](CC(=O)N3CCOCC3)[C@]2(C)CC[C@H]1OC(=O)Nc1ccccc1 (some centres undefined)	21.4%
O=S(=O)(Cc1ccccc1)Cc1cc(Cl)c2c(c1)OCO2	-0.2%
CCN(Cc1ccc(OC)cc1)Cc1cc(=O)oc2c(C)cc(C)cc12	?
Cc1ccccc1CN1CC[C@@H]2OCC(=O)N(c3ccccc3)[C@H]2CC1	2.3%[176 µM]
O=C1NCc2ccccc2CC12CCN(Cc1cnc3ccccc3c1)CC2	?
NC(=O)C(Sc1ncc(C(F)(F)F)cc1Cl)c1ccccc1 (centres undefined)	?
Cc1cc(C)cc(NC(=O)c2cccs2)c1	16.7%
Cc1cccc(Nc2nc3c(c(=O)[nH]c(=O)n3C)n2CC(=O)O)c1C	?
O=C1CC(c2cc(Cl)ccc2F)c2c(n3c(nc4ccccc43)[nH]c2=O)N1 (centres undefined)	6.7%
COCC1CN(S(=O)(=O)c2ccc(C#N)cc2)CC12CCNCC2 (centres undefined)	40.3%
COc1cccc(NC(=O)CCc2c(C)c3ccc(OC)c(C)c3oc2=O)c1	-2.0%
Cc1oc(-c2ccccc2)nc1C(=O)Nc1ccc(F)cc1	?
COc1ccc(C2Cn3nnc(-c4nc(C)no4)c3CO2)cc1 (centres undefined)	15.3%
COc1ccccc1Nc1nc2nccc(-c3cccnc3)c2c(=O)[nH]1	?
NC(=O)c1ncn([C@@H]2O[C@H](C(=O)N[C@H](Cc3c[nH]c4ccccc34)C(=O)O)[C@@H](O)[C@H]2O)n1	3.9%
CCc1nc(C)c(C(=O)N2CCC(c3[nH]ncc3-c3ccccc3C)CC2)o1	81.3%[activator]
CN(CCCC#N)CC1COc2ccccc2O1 (centres undefined)	3.4%
COCCCNC(=O)C1(C)CN(C)Cc2ccc(NCc3ccccc3)nc21 (centres undefined)	33.7%[activator][176 µM]
Cc1cc2nc(Nc3nc(C(C)C)cc(=O)[nH]3)nc(C)c2cc1C	0.3%
Cc1cccc2c(Nc3ccc4c(c3)OCO4)nc(CN3CCC(N4CCCCC4)CC3)nc12	-0.5%
Cc1cc(C)cc(Nc2nc3ccccc3nc2NS(=O)(=O)c2ccccc2)c1	-3.6%
Cc1ccc(C2Cn3nnc(C(=O)NC4CCCCCC4)c3CO2)cc1 (centres undefined)	29.0%
CCc1ccc(NC(=O)Cn2c(C)cc3nc4n(c(=O)c32)CCCCC4)cc1	?
COc1ccc(-c2cc(C(=O)NC3CC3)c3ccccc3n2)c(OC)c1	?
FC(F)(F)c1ccc(CN2CCn3c(nnc3-c3ccccc3)C2)cc1	21.7%
COCCn1c(CO)nnc1C1CC(NC(=O)c2c(C)noc2C)C1 (centres undefined)	-6.1%
COc1ccc(-n2nc(C3CCN(C(=O)c4ccc(C(F)(F)F)cc4)CC3)[nH]c2=O)cc1	43.2%[activator]
Cc1ccc2[nH]cc(C(C(=O)O)N3CCN(c4ncc(Br)cn4)CC3)c2c1 (centres undefined)	-1.6%
Cc1ccc(C(=O)N2CCC(N3CCCC3=O)CC2)cc1	0.5%[12.5 µM]
CCOC(=O)/C=c1/s/c(=C/c2cccc(Cl)c2)c(=O)n1Cc1ccc(C(=O)OC)cc1	-4.4%
CC(Sc1nc2ccc(F)cc2c(=O)[nH]1)C(=O)NC1CCCC1 (centres undefined)	-37.8%
CCCCCCCCS(=O)CCO (centres undefined)	49.0%[activator]
CC(=O)Oc1ccc(C2C(C#N)=C(N)OC3=C2C(=O)CC(C)(C)C3)cc1 (centres undefined)	-28.0%
COc1cc(OC)cc(C(=O)NCc2n[nH]c(=O)c3ccccc23)c1	24.0%
COc1ccc(-n2nc(C3CCCN(C(=O)Cc4cccc(Cl)c4)C3)[nH]c2=O)cc1 (centres undefined)	?
COc1ccccc1OCc1cc(C(=O)N2CCN(c3cnccn3)CC2)n[nH]1	40.9%[activator]
COc1ccc(-c2nn(-c3ccccc3)cc2C(=O)NCC(C(C)C)N2CCOCC2)cc1 (centres undefined)	0.0%
Cc1nn(CC(=O)N2CCc3ccccc32)c(C)c1S(=O)(=O)N1CCCC(C(=O)NC(C)C)C1 (centres undefined)	12.1%
CC(OC(=O)c1ccoc1)C(=O)C12CC3CC(CC(C3)C1)C2 (centres undefined)	45.3%
COc1ccccc1-c1cccc(COc2ccc3c(cnn3CC[S+](C)(=O)[O-])c2)c1	3.4%[176 µM]
C=C1C2CC[C@]3(CCC4[C@@]5(C)CCC[C@@]4(CN(CCO)C5)[C@@H]3C2)[C@@H]1O (some centres undefined)	3.8%
COCCN(C)C(=O)c1cn2cc(-c3ccccc3Cl)n(CC3CC3)c(=O)c2n1	35.1%[activator]
C=CCn1cc2c3c(cccc31)[C@H](CC(C)C)N[C@H](C(=O)N1CCOCC1)C2	30.6%[176 µM]
COCCN1C(=O)[C@@H]2C[C@@H](CN2C(=O)c2ccc(Cl)cc2)Oc2ccccc21	-28.3%[176 µM]
Cc1ccc(CN(C)C(=O)c2cc3cc(F)ccc3[nH]2)c(C)c1	-50.9%
CC(=O)N1CCC(N2CC[C@H](c3nc4ccccc4s3)C2)CC1	5.2%[176 µM]

5 compounds already listed, arranged by molecular weight, lowest first.
canonical_smiles	ALOX12 inh
CCCCCCCCS(=O)CCO (centres undefined)	49.0%[activator]
Cc1ccc(C(=O)N2CCC(N3CCCC3=O)CC2)cc1	0.5%[12.5 µM]
CC(Sc1nc2ccc(F)cc2c(=O)[nH]1)C(=O)NC1CCCC1 (centres undefined)	-37.8%
CC(=O)Oc1ccc(C2C(C#N)=C(N)OC3=C2C(=O)CC(C)(C)C3)cc1 (centres undefined)	-28.0%
Cc1nn(CC(=O)N2CCc3ccccc32)c(C)c1S(=O)(=O)N1CCCC(C(=O)NC(C)C)C1 (centres undefined)	12.1%

Going on with the list.
canonical_smiles	ALOX12 inh
CN(C)CCNc1oc(-c2ccc(S(=O)(=O)N(C)C)cc2)nc1C#N	11.5%
CN1[C@@H](CCC(=O)NCc2ccc(F)cc2)CNC(=O)[C@@H]2[C@H]1CCN2Cc1nc2ccccc2n1C	36.0%[activator]
COCc1nc(-c2ccc(OC3CNC3)cc2)no1	47.5%[activator]
O=C(Cc1ccccc1)N1CCC2(CC(c3cccnc3)=NO2)C1 (centres undefined)	0.9%[6.33 µM]
Cc1cccc(-c2nc(C#N)c(N3CCN(c4ccccc4)CC3)o2)c1	?
CCCn1c(=O)n(CC(=O)Nc2ccccc2-c2ccccc2)c(=O)c2c1nc(C)n2CCOC	12.3%
Nc1nc[nH]c(=O)c1N	-6.2%
CCC(C)NC(=O)NCc1c(-n2cccc2)sc2c1CCN(C)C2 (centres undefined)	-7.0%
CCN1CCC2(CC1)Cc1ccccc1CN(C(=O)CCC(=O)O)C2	4.8%[6.33 µM]
